Source: PubChem (several laboratories)
Cdc25B block: inhibitors of Cdc25B phosphatase catalytic domain, primary screen, biochemical, OMFP fluorescence. M-phase inducer phosphatase 2 (Homo sapiens), P30305. hit rate 0.1% among 65,000. inhibition, %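 (compounds tested at 10 µM final in the well)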. recombinant Cdc25B, OMFP fluorescence Ex485/Em525; in the data active means inhibition above about 50%
Hsp90 block: tumor Hsp90 inhibitors, primary screen, cell lysate, fluorescence polarization, NCI-N417 lysate | Heat shock protein HSP 90-alpha (Homo sapiens), P07900 | Cy3B-geldanamycin FP displacement | inhibition, % at 30 µM | hit rate 0.35% among 64,000;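 active means inhibition above 50%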;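 further: 0% = tracer plus lysate wells and 100% = tracer alone without lysate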
MKP-1 inh: MKP-1 phosphatase inhibitors, primary screen, biochemical, in vitro; Dual specificity protein phosphatase 1 (Homo sapiens), P28562; recombinant MKP-1, OMFP hydrolysis fluorescence; inhibition, %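 (compounds tested at a single concentration somewhere between 10 and 100 µM)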; hit rate 0.15% among 65,000; AID 374, 2006;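 active means inhibition above about 50%, limit read from the data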;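 further: 0% = DMSO max control wells and 100% = wells with enzyme stopped by NaOH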
Target sequence (P28562 whole entry, looked up): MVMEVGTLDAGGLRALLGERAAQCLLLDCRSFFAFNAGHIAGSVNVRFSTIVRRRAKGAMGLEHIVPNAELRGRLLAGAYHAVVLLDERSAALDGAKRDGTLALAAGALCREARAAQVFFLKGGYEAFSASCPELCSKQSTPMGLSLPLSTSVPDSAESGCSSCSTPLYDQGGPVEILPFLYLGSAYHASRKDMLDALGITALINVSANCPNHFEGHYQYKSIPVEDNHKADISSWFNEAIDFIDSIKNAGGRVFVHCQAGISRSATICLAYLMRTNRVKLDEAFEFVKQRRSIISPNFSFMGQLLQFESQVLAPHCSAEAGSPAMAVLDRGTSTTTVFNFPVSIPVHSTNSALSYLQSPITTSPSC
FXIIa inh mix: human factor XIIa inhibitors, primary screen, biochemical, pooled compound mixtures, fluorogenic substrate; Coagulation factor XII (Homo sapiens), P00748; purified FXIIa; inhibition, % at 5 µM; hit rate 0.2% among 62,000; AID 684, 2007;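 further: 0% = enzyme without compound and 100% = no enzyme blank; some results filed as inactive read as strong as hits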
A340 absorber: compound light absorbance at 340 nm, profiling panel, artefact control, biochemical, MLSMR library, data from PS, PMK, MK assays; compound absorbance at 340 nm, fold over control; fold change at 10 µM; AID 708, 2007; 65,000 tested, under 10 active;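 active means at 10 µM dose, initial 340 nm absorbance at least 2 fold that of control wells; inactive means change under 2 fold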;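 further: initial absorbance extrapolated from kinetic A340 decline of NADH oxidation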
JNK3 inh: JNK3 kinase activity inhibitors, primary screen, biochemical, human, purified enzyme; Mitogen-activated protein kinase 10 (Homo sapiens), P53779; HTS; inhibition, % at 8 µM; hit rate 0.61% among 60,000; AID 746, 2007; in the data active means inhibition above about 17%;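 further: 0% = DMSO and 100% = reference inhibitor; many of its hits are not listed in these tables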
FXIa inh mix: FXIa protease inhibitors in compound pools, primary screen, biochemical, 10-compound mixtures | inhibition, % at 5 µM | purified FXIa, fluorogenic substrate, pooled mixtures | hit rate 0.19% among 62,000 | Coagulation factor XI (Homo sapiens), P03951;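 further: each value is inhibition by a whole ten-compound pool holding the compound; 0% = enzyme with no mixture and 100% = wells lacking enzyme; strong numbers were not always called active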
Target sequence (P03951 19-387 limits assumed): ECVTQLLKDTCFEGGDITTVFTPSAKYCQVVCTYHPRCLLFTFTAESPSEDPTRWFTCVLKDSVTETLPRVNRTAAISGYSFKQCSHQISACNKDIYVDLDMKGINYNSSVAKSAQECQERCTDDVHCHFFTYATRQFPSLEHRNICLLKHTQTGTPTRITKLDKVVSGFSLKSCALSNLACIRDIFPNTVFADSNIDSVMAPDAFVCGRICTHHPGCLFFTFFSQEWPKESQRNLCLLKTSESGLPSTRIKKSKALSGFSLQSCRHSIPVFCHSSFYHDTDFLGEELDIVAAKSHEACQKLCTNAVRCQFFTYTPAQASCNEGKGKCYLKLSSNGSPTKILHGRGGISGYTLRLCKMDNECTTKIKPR
Target sequence (P03951 388-625 limits assumed): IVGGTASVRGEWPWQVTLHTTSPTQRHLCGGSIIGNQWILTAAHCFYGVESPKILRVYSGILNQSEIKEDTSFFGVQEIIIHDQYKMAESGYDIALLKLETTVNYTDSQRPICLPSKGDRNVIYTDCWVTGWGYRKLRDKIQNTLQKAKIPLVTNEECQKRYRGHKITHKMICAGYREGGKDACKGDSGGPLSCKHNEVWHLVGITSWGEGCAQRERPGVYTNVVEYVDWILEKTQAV
MMP-13 inhibitor: human MMP13 inhibitors, primary screen, biochemical, FRET peptide cleavage; MMP-13 fTHP FRET cleavage, Mca fluorescence; inhibition, % at 4 µM; hit rate 0.07% among 65,000; AID 570, 2006;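 active means inhibition above the mean of compound-free control plate wells plus 3 SD, cut at about 14% in these data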;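 further: 0% = DMSO wells and 100% = wells with reference MMP-13 inhibitor after basal subtraction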
AP ELISA ortho: alternative complement pathway inhibitors, primary screen, biochemical, ELISA, human serum, orthogonally pooled compounds | LPS-coated ELISA, C3 deposition; tested in compound mixtures | inhibition, % at 5 µM | hit rate 0.08% among 62,000 | AID 1235, 2008;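 active means inhibition above 30% in each of the two pooled mixtures holding the compound, so the lower value exceeds 30%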;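 further: 0% = serum in Mg-EGTA without compound and 100% = EDTA serum blank; some compounds past the cut are filed as inactive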
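Assay system: human serum alternative complement pathway, C3 deposition on LPS-coated wells; Dosing: 5 µM per compound in ten-compound mixtures; Detection: Anti-C3 ELISA, OD 450 nm; Buffer or medium: Mg2+-EGTA GVB++ buffer containing human serum at 1:15 dilution; Timing: 1 h at 37 °C; Replication: two different pools per compound.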
Active calls of the source: *; . = not tested or not shown. Unless noted, no stated cut-off is given here; in the data, active means inhibition above about 20% (passing the limit was not always enough); inactive means the rest.

Molecule | Cdc25B block | AP ELISA ortho | Hsp90 block | FXIIa inh mix | A340 absorber | MKP-1 inh | FXIa inh mix | MMP-13 inhibitor | JNK3 inh
COc1ccc(-c2nnc(SC(C)C#N)o2)cc1 (stereo not given) | -2 | 1 | -4 | 2 | 1 | -2 | -14 | 2 | 4
CCCCOCCCNC(=O)Cc1ccccc1OC | 7 | 5 | -2 | 3 | 1 | 4 | -9 | 2 | -5
CCOc1ccc2nc(NCCNC(=O)Nc3ccccc3)c(C#N)cc2c1 | 19 | 11 | 2 | -5 | 1 | -3 | -11 | -48 | -2
CCN(CC)c1ccc(NS(=O)(=O)c2ccc3c(c2)oc(=O)n3C)c(C)c1 | -6 | 7 | 4 | 6 | 1.1 | 13 | 4 | 3 | -11
Cc1ccccc1C(=O)NC1CCN(CC(=O)Nc2nccs2)CC1 | -5 | 16 | 0 | 6 | 0.98 | -8 | -18 | -1 | 2
Cc1ccc(CCN2C(=O)CCC2(C)C(=O)NC2CCCC2)cc1 (stereo not given) | -8 | 13 | 0 | -18 | 1 | 13 | 9 | 1 | -6
Cc1c(Cl)cccc1NC(=O)CCCCCN1C(=O)CCC1=O | -19 | 3 | -1 | 3 | 1 | 7 | -4 | 1 | 3
COc1cc(-n2nnnc2SCC(=O)N2CCN(c3ccc(F)cc3)CC2)c(OC)cc1Cl | 0 | 4 | 3 | 7 | 1.1 | 0 | -4 | -5 | 3
COC(=O)c1ccc(C2NC(=O)NC(C)=C2C(=O)N(C)C)cc1 (stereo not given) | 22 | 22 | -1 | 9 | 1 | -7 | 1 | 4 | 9
O=C(CSCC(=O)OCn1nnc2ccccc2c1=O)Nc1ccc(Cl)cc1 | 0 | 16 | -3 | -15 | 1 | 1 | 2 | 3 | -7
COc1ccccc1N1CCN(C(=O)c2ccc(Br)s2)CC1 | -11 | 12 | . | -1 | 1 | 6 | 2 | 0 | .
COC(=O)c1cc(C(=O)OC)cc(N2C(=O)CC(Sc3nc(C)cc(C)n3)C2=O)c1 (stereo not given) | -5 | 6 | 1 | -1 | 1 | 34 | -3 | -3 | 5
CC(C)NC(=O)c1n[nH]c(=O)c2ccccc12 | 1 | 18 | -3 | 10 | 1.1 | 5 | 6 | -3 | -15
O=C(CSc1nc2c(cnn2-c2ccccc2)c(=O)[nH]1)N1CCOCC1 | 12 | 13 | 1 | 4 | 1 | 5 | 7 | 1 | 0
Nc1nc(CN2CCN(c3ccc(F)cc3)CC2)nc(N2CCCc3ccccc32)n1 | 1 | 17 | -3 | 3 | 1.1 | 29 | 6 | 2 | 3
O=S(=O)(C/C(=C/CO)S(=O)(=O)c1ccccc1)c1ccccc1 | -1 | 6 | 1 | 2 | 0.98 | -14 | 10 | 8 | -2
CC1CCN(C(=O)CN(CCc2ccccc2)S(C)(=O)=O)CC1 | -12 | -3 | -2 | 4 | 1 | 9 | 2 | 0 | 1
Cc1cnc(C(=O)OCC(=O)Nc2cccc(Cl)c2)cn1 | -2 | 5 | . | -2 | 1.1 | 6 | 3 | 2 | .
COc1ccccc1N1CCN(c2nc3ccccc3nc2C(C#N)C(=O)OC(C)C)CC1 (stereo not given) | -7 | -5 | -1 | 11 | 1 | -12 | 1 | 4 | 5
Cc1ccc(C)c(N(C)C(=O)COc2cc(=O)n(C)c3ccccc23)c1 | -5 | -13 | 0 | -14 | 1 | 12 | 4 | 3 | 5

Three compounds already listed, sorted by count of non-hydrogen atoms, ascending:
Molecule | Cdc25B block | AP ELISA ortho | Hsp90 block | FXIIa inh mix | A340 absorber | MKP-1 inh | FXIa inh mix | MMP-13 inhibitor | JNK3 inh
Cc1c(Cl)cccc1NC(=O)CCCCCN1C(=O)CCC1=O | -19 | 3 | -1 | 3 | 1 | 7 | -4 | 1 | 3
Cc1ccc(CCN2C(=O)CCC2(C)C(=O)NC2CCCC2)cc1 (stereo not given) | -8 | 13 | 0 | -18 | 1 | 13 | 9 | 1 | -6
COC(=O)c1cc(C(=O)OC)cc(N2C(=O)CC(Sc3nc(C)cc(C)n3)C2=O)c1 (stereo not given) | -5 | 6 | 1 | -1 | 1 | 34 | -3 | -3 | 5

Further results follow.
Molecule | Cdc25B block | AP ELISA ortho | Hsp90 block | FXIIa inh mix | A340 absorber | MKP-1 inh | FXIa inh mix | MMP-13 inhibitor | JNK3 inh
O=C(CN(Cc1ccccc1C(F)(F)F)C(=O)CNC(=O)c1ccco1)NC1CCCC1 | 16 | -10 | 0 | 3 | 0.97 | 7 | -2 | 2 | -2
Cc1c(NC(=O)CSc2nnc(-c3ccco3)n2-c2ccccc2)c(=O)n(-c2ccccc2)n1C | -1 | -2 | 1 | -6 | 1 | -2 | 3 | 0 | 9
CCc1ccc(Cn2nnc(C(=O)Nc3ccc(OC)cc3OC)c2N)cc1 | 0 | 14 | -3 | -18 | 1 | -4 | 8 | 0 | 3
CC(=O)NC(C)C12CC3CC(CC(C(=O)O)(C3)C1)C2 (stereo not given) | 4 | 16 | -3 | 15 | 1 | -7 | 8 | 0 | -5
O=C1CC(N2CCN(c3ccc(C(=O)c4ccc(F)cc4)cc3)CC2)C(=O)N1 (stereo not given) | 0 | -8 | -4 | 0 | 1.3 | -2 | -1 | 4 | 2
COc1ccc(C2C3=C(N=C4SCC(=O)N42)c2ccccc2CC3)cc1 (stereo not given) | 10 | 21 | 0 | -5 | 0.98 | 20 | 5 | 5 | -5
CC(=O)N1CCN(Cc2ccc(Br)s2)CC1 | -3 | 9 | -1 | -16 | 1 | -2 | 6 | -1 | 2
Cc1ccc2nc3sc(C(=O)N4CCOCC4)c(N)c3cc2c1 | 5 | . | -20 | . | 1.1 | -9 | . | -16 | -1
O=C(Nc1nncs1)c1ccccc1Br | 2 | 6 | -4 | 9 | 1 | 5 | 8 | -3 | 5
CCOC(=O)c1c(C)nc2cc(C)ccn12 | -3 | 4 | -8 | 1 | 1 | -4 | 5 | -1 | -2
CCC(=O)N(Cc1cc2cc(C)c(C)cc2[nH]c1=O)C1CCCCC1 | 5 | -16 | -3 | 1 | 0.98 | -13 | 1 | 6 | 0
CCOc1ccccc1-n1nnnc1SCC(=O)NC(=O)NCc1ccco1 | 8 | 5 | 0 | 2 | 1 | 19 | 2 | -2 | 1
CCN1CCN(c2nc3c(c(=O)n(C)c(=O)n3C)n2Cc2cccc3ccccc23)CC1 | -3 | -1 | -2 | 7 | 1 | 5 | -2 | 3 | -5
CCN1C(=O)c2cccc3c(S(=O)(=O)NCCCN4CCOCC4)ccc1c23 | 0 | 4 | -3 | -6 | 1.1 | 11 | -13 | -16 | -6
COc1cccc(C2N(c3cccc(Cl)c3)C(=O)C3CCCN32)c1OC (stereo not given) | -6 | 9 | 2 | 4 | 1 | 13 | 9 | 8 | 3
Cc1ccc(C)c(N2CCN(c3cc(C)nc4nnnn34)CC2)c1 | -9 | 7 | -1 | -8 | 1 | 6 | 3 | 4 | 3
CCOC(=O)c1sc(C)nc1C1CCN(C(=O)OCC)CC1 | 12 | 8 | 2 | -4 | 0.98 | -4 | -13 | -4 | 1
O=C(OCc1nnc(-c2ccccc2)o1)c1ccc2c(c1)C(=O)N(CCc1ccccc1)C2=O | -11 | 22 | -4 | -20 | 1 | 26 | 2 | -17 | 3
CCCS(=O)(=O)N1CCC(C(=O)NCCCOC)CC1 | 0 | 10 | -1 | 6 | 0.98 | -1 | 9 | 3 | -4
Cc1cc(C)n(C(=O)C2CCCN2S(=O)(=O)c2ccc(Cl)cc2)n1 (stereo not given) | -16 | -15 | -2 | 10 | 1 | -10 | 2 | 1 | 1
CCCSc1ccc2nc(NC(=O)OC)[nH]c2c1 | -22 | -18 | -5 | 13 | 0.98 | -11 | 9 | 5 | 2
Cc1ccc(S(=O)(=O)NC(=O)N2CCCC(C)(C)C2)cc1 | -15 | 9 | 0 | 9 | 1 | -2 | 3 | -4 | 2
CS(=O)(=O)c1ccc2nc(NC(=O)CN3CCN(Cc4ccccc4)CC3)sc2c1 | 5 | 12 | 3 | 6 | 1.1 | -1 | 1 | 2 | -1
O=C(Nc1nc2ccccc2n1CCOc1ccccc1)c1ccco1 | -7 | 4 | 0 | 1 | 1.1 | 11 | -2 | -3 | 4
COc1ccc(-n2c(Cc3cccn3C)nnc2SCC(N)=O)cc1 | -6 | 9 | -1 | 12 | 0.97 | 2 | 2 | 2 | 0
O=C1NC(Cc2c[nH]c3ccccc23)C(=O)N1CCOc1ccc(F)cc1 (stereo not given) | -10 | 5 | -2 | 0 | 1 | 4 | 0 | 2 | 6
Cc1ccc(C(c2sc3nc(C)nn3c2O)N2CCN(c3ccccc3F)CC2)cc1 (stereo not given) | 9 | 4 | 1 | 3 | 1 | 10 | 0 | 2 | -6
O=C(NC1CCCCCC1)c1c(O)c2cccc3c2n(c1=O)CCC3 | 2 | 2 | -2 | 1 | 1 | -7 | 5 | 1 | 0
O=C(CCCCC(=O)NCc1cccs1)NCc1cccs1 | -7 | -3 | -3 | 4 | 1 | -5 | -6 | 2 | -1
COc1ccccc1Nc1ncc(C(=O)N2CCC(C(N)=O)CC2)c2ccccc12 | -3 | 7 | . | 5 | 1.2 | 8 | 9 | 4 | .
COCC(N)(c1ccccc1)c1nc2ccccc2n1C (stereo not given) | -4 | -14 | -1 | 3 | 0.97 | 36 | 3 | 1 | -7
Cc1ccc(NC(=O)c2ccc(NS(=O)(=O)c3c(C)noc3C)cc2)cc1C | 4 | 13 | -1 | 2 | 0.99 | 2 | -8 | -1 | -2
CCC1(C)NC(=O)N(CC(=O)Nc2sc3c(c2C(N)=O)CCC3)C1=O (stereo not given) | -4 | 7 | -11 | 5 | 1 | 23 | 0 | 0 | 5
O=C(/C=C/Nc1cccc(O)c1)c1ccccc1 | 1 | -2 | -7 | -1 | 1.1 | 4 | 5 | 4 | 4
COCCn1c(SCC(=O)Nc2ccc3c(c2)OCCO3)nnc1-c1c[nH]c2ccccc12 | -13 | 12 | 0 | -1 | 1.1 | 11 | 5 | -1 | 9
O=C(CCCCn1c(=S)[nH]c2ccsc2c1=O)NCc1ccco1 | -1 | -7 | 0 | 2 | 1 | -3 | 4 | 3 | .
COc1ccccc1C(=O)NC(C)c1nc2ccccc2[nH]1 (stereo not given) | -7 | 20 | . | 1 | 1 | -8 | 2 | 4 | .
O=C(Nc1ccccc1C(=O)N1CCN(Cc2ccccc2)CC1)c1ccccn1 | -10 | 7 | -5 | 9 | 1 | 8 | 6 | 3 | 3
CC(C)[C@@H]1NC(=O)N(c2ccc(Oc3ccccc3)cc2)C1=O | 8 | 16 | -2 | 6 | 1.1 | 2 | 2 | 4 | -3
CCCCS(=O)(=O)NC1=NCN(CCO)CN1 | -3 | 18 | -7 | 9 | 1 | -6 | 8 | -4 | -5
O=C(CSc1nnc(Cc2cc(=O)[nH]c(=O)[nH]2)n1-c1ccccc1)N1CCCc2ccccc21 | 7 | -9 | -2 | 13 | 0.99 | 15 | 2 | -7 | 13
COc1cc(CN2CCC(C(=O)NC3CCCC3)CC2)cc(Br)c1O | 5 | 26 | 1 | 9 | 1 | 28 | 10 | 4 | -4
O=C(CN1C(=O)c2cccc3cccc1c23)N1CCN(c2ccccc2)CC1 | 6 | 7 | 2 | 4 | 1 | -10 | 2 | 3 | -5
